ASAP1 inh = inhibitors of human ASAP1 ArfGAP activity, primary screen, biochemical, fluorescence polarization; Arf-GAP with SH3 domain, ANK repeat and PH domain-containing protein 1 (Homo sapiens), …; ASAP1-stimulated ARF1 GTP hydrolysis, GDP FP detection; inhibition, % at 16.5 µM; 0.19% of 360,000 active; AID 624377, 2012; in the data active = inhibition above about 25%;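 note: 0% = vehicle with enzyme and substrate and 100% = no enzyme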
Target sequence (Q9ULH1 325-724 limits assumed): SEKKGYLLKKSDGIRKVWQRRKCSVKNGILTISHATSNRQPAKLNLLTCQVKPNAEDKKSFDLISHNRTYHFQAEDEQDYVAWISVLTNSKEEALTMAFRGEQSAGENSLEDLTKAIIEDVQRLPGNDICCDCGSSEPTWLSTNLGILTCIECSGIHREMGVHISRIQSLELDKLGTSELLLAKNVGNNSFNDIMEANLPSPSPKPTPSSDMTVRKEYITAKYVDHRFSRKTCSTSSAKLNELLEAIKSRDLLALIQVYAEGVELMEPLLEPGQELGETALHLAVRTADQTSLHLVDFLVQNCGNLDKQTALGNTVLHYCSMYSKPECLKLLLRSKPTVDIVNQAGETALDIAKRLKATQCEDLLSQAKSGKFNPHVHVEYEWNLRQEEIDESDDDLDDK
Tn7 DDE FP = inhibitors of Tn7 peptide binding to fibrin DD(E), primary screen, biochemical, fluorescence polarization, human fibrin, Tn7 probe; 0.13% of 370,000 active; Fibrinogen beta chain (Homo sapiens), P02675; inhibition, % at 8.3 µM; AID 720508, 2013; FP displacement of FITC-Tn7 peptide from fibrin DD(E); 0% = median of compound wells per plate;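 active = inhibition above the mean of compounds falling within the control limits plus 3 SD of them, cut at about 14% in these data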;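 note: 0% = plate median of compound wells and 100% = 10 µM Aha-Tn7 peptide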
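Assay system: Human clot-derived fibrin DD(E) complex | Buffer or medium: Tris/NaCl/CaCl2 buffer, pH 7.8 | Repeats: One replicate per compound | Benchmarks: Aha-Tn7 high control | Measure: % inhibition scaled between sample-field median and high-control FP | Schedule: 10 min plus 3 h, room temperature | Signal: Fluorescence polarization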
sPLA2-III inh = human group III sPLA2 inhibitors, primary screen, biochemical, QFRET, BODIPY PC-A2 liposome substrate. inhibition, % at 12.2 µM. QFRET BODIPY PC-A2 liposome hydrolysis, fluorescence. 0.56% of 370,000 active. Group 3 secretory phospholipase A2 (Homo sapiens), Q9NZ20;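 active = inhibition above mean plus 3 SD of compounds lying within the high and low control bounds, cut at about 19% in these data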;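 note: 0% = median of test compound wells and 100% = no enzyme DMSO wells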
ARFGAP1 inh = inhibitors of rat ARFGAP1 GAP activity, primary screen, biochemical, fluorescence polarization, GDP tracer; 0.26% of 360,000 active; AID 651572, 2012; inhibition, % at 16.5 µM; Arfgap1-stimulated ARF1 GTP hydrolysis, GDP FP detection; ADP-ribosylation factor GTPase-activating protein 1 (Rattus norvegicus), Q62848;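 active = inhibition above a per-plate limit, mean inhibition of low control wells plus 3 SD, cut at about 25% in these data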;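 note: 0% = DMSO wells with enzyme and 100% = wells lacking Arfgap1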
Target sequence (Q62848 1-136 limits assumed): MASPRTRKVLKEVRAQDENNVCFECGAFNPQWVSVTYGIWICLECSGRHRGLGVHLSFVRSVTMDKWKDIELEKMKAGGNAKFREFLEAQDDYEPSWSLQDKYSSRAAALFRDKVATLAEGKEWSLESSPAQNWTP
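Material – truncated rat Arfgap1 GAP domain · Buffer or medium – HEPES-based buffer, pH 7.5 · Reagent – human ARF1(Δ1-17)-GTP substrate · Dosing – 16.5 µM single point, 1.26% DMSO · Schedule – GTP hydrolysis reaction 2 h at 25 °C · Technique – GDP detection by fluorescence polarization · Benchmarks – No-Arfgap1 wells (100%) versus DMSO full-reaction wells (0%) · Repeats – single replicate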
Rev-erbA mod = modulators of Rev-erb alpha DNA binding, primary screen, biochemical, FITC-DNA, fluorescence polarization, uHTS; Nuclear receptor subfamily 1 group D member 1 (Homo sapiens), P20393; Rev-erbα–FITC-DNA binding, 90 min; activity, % at 10 µM; 0.79% of 370,000 active; AID 1259318, 2017;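 active = activity above about 14%, limit read from the data; passing the limit was not always enough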;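 note: 0% = DMSO wells with 35 nM protein and 100% = DMSO wells with 750 nM protein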
PLCg1 inh = PLC-gamma1 enzyme inhibitors, primary screen, biochemical, fluorescence, purified enzyme | 1-phosphatidylinositol 4,5-bisphosphate phosphodiesterase gamma-1 (Homo sapiens), P19174 | fluorogenic substrate | inhibition, % at 12.2 µM | 0.84% of 370,000 active; in the data active = inhibition above about 9.5%
Tn6 DDE FP = inhibitors of Tn6 peptide binding to fibrin DD(E), primary screen, biochemical, fluorescence polarization, human fibrin, Tn6 probe. Fibrinogen beta chain (Homo sapiens), P02675. Fibrin DD(E) TRITC-Tn6 fluorescence polarization displacement. inhibition, % at 8.3 µM. 0.21% of 370,000 active. AID 720509, 2013;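 active = inhibition above a per-campaign cutoff: mean of compounds within control limits plus 3 SD, cut at about 15% in these data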;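 note: 0% = median of all compound wells on the plate and 100% = blocking peptide control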
PLCb3 inh = human PLC-beta3 inhibitors, primary screen, biochemical, fluorescence. 1-phosphatidylinositol 4,5-bisphosphate phosphodiesterase beta-3 (Homo sapiens), Q01970. Purified PLC-beta3, fluorogenic substrate. inhibition, % at 12.2 µM. 0.18% of 370,000 active. AID 720704, 2013; in the data active = inhibition above about 11%;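 note: 0% = median of compound wells on plate and 100% = full blocker control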
KLK7 zymogen act = proKLK7 zymogen activators, primary screen, biochemical, fluorescence intensity; Kallikrein-7 (Homo sapiens), P49862; AID 652039, 2013; 0.9% of 370,000 active; activation, % at 7 µM; purified proKLK7, EDANS-DABCYL substrate fluorescence; 100% is mature enzyme control, 0% vehicle;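 active = activation above the mean of all tested compounds plus 3 SD, computed per campaign excluding outliers beyond control limits, cut at about 13% in these data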
Target sequence (P49862 whole entry, looked up): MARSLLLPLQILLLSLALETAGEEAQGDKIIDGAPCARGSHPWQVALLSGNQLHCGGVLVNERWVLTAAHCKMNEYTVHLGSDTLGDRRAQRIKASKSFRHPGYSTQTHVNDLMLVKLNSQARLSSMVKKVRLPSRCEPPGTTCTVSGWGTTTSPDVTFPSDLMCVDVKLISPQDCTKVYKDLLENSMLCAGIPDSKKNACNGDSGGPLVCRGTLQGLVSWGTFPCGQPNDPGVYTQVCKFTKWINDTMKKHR
UHRF1 binding = UHRF1 methylated DNA binding inhibitors, primary screen, counter-screen for MBD2 inhibitor project, biochemical, TR-FRET, human UHRF1, single concentration | E3 ubiquitin-protein ligase UHRF1 (Homo sapiens), Q96T88 | UHRF1 binding to methylated oligo | inhibition, % at 4.4 µM | 0.75% of 370,000 active; in the data active = inhibition above about 21%;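 note: UHRF1 SRA domain binding a hemimethylated CpG hairpin DNA probe; 0% = median of test compound wells and 100% = reference inhibitor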
Starred values were filed as active, the others as inactive; i = inactive; · = no result given.

(1) O=S(=O)(Nc1ccccc1)C1CCCCC1
(2) Cc1nc(N2CCN(c3ccccn3)CC2)c2c(C)c(C(=O)N3CCN(c4cccc(Cl)c4)CC3)sc2n1
(3) COc1ccc(C=C2NC(=S)NC2=O)cc1
(4) CCn1c(CCCNC(=O)c2cccs2)nc2ccccc21
(5) COc1cccc(-c2cnc3cccnn23)c1
(6) CN(C)C(=O)c1cnc(Sc2ncc(C(F)(F)F)cc2Cl)n1C
(7) COc1cc(CN(C)C(C)C(=O)Nc2ccc([N+](=O)[O-])cc2Cl)ccc1OC(F)F (stereo not given)
(8) CCN(CC)c1ccc(NS(=O)(=O)c2ccc(OC)cc2)cc1
(9) Cc1cccc(C)c1NC(=O)C(c1ccccc1F)n1c(=O)c(-c2cc3ccccc3[nH]2)nc2ccccc21 (stereo not given)
(10) CCN(CC)C(=O)CSC1=Nc2ccccc2C2=NC(Cc3c[nH]c4ccccc34)C(=O)N12 (stereo not given)
assay / entry	1	2	3	4	5	6	7	8	9	10
ASAP1 inh	7	0	10	-1	-2	4	7	18	0	-1
Tn7 DDE FP	-2	6	4	1	-9	3	6	-3	-2	0
sPLA2-III inh	-1	10	25*	10	-2	7	3	4	-4	-27
ARFGAP1 inh	12	-2	5	-13	-1	11	-5	1	18	-5
Rev-erbA mod	1	73*	0	-3	0	6	-7	0	0	2
PLCg1 inh	4	1	4	0	i	1	3	-2	i	0
Tn6 DDE FP	4	5	0	3	-7	7	2	3	-7	-6
PLCb3 inh	5	-7	-3	1	i	2	1	-2	i	-1
KLK7 zymogen act	-0.1	0.7	0.4	-0.1	46*	-0.2	0.1	0.0	-93	-0.8
UHRF1 binding	1	0	-1	0	-3	0	0	-2	0	4

(11) CCN1C(=O)[C@H]2[C@@H](c3ccc(-c4ccccc4)cc3)N[C@@](CC(C)C)(C(=O)OC)[C@H]2C1=O
(12) Cc1ccc(N2CC(C(=O)N3CCC(C(=O)NC(C)(C)C)CC3)CC2=O)cc1 (stereo not given)
(13) CC(C)(C)c1ccccc1NC(=O)c1ccc2c(c1)SC1=NS(=O)(=O)CCN12
(14) COc1cc(-c2cc(-c3ccccc3)nc(SCC(=O)O)c2C#N)cc(OC)c1OC
(15) C[C@H](NC(=O)[C@@H]1Cc2ccccc2CN1)C(=O)Nc1ccc2c(c1)OCCO2
(16) COc1ccc(CNC(=O)C2=CCN(S(=O)(=O)c3ccc(C)cc3)CC2)cc1
(17) Cc1cccc2cc(C#N)c(NCCCn3ccnc3)nc12
(18) CC(C)CN1C(=O)C[C@]2(C(=O)N(C)c3ccc(NC(=O)c4cc(F)ccc4F)cc32)C1c1ccccc1 (stereo not given in full)
(19) COc1cccc(S(=O)(=O)NCc2ccc(C(=O)NCc3ccccn3)cc2)c1
(20) COc1cc(OC)cc(-c2c(-c3cccs3)c3cc(-c4ccc(OC)nc4)ccc3n2C)c1
assay / entry	11	12	13	14	15	16	17	18	19	20
ASAP1 inh	-6	-5	0	-1	5	-1	4	·	-4	0
Tn7 DDE FP	3	-10	0	3	3	2	5	-3	-3	2
sPLA2-III inh	-1	7	-5	-9	3	-1	-20	-8	2	2
ARFGAP1 inh	3	-1	-2	1	-3	14	3	·	6	10
Rev-erbA mod	-1	2	-2	-2	1	-2	0	-2	1	5
PLCg1 inh	2	6	0	-188	-1	2	-97	-1	2	-30
Tn6 DDE FP	-6	3	3	9	-9	-2	-2	1	1	-8
PLCb3 inh	1	2	-6	-264	-7	-6	-150	1	-5	-45
KLK7 zymogen act	0.2	0.0	-0.5	0.7	-0.1	0.4	1.6	0.5	-0.2	-0.3
UHRF1 binding	-1	2	0	-4	-2	-1	-3	11	0	-1

Complete entries, looked up by structure:
Cc1ccc(N2CC(C(=O)N3CCC(C(=O)NC(C)(C)C)CC3)CC2=O)cc1 (stereo not given) across the screens: ASAP1 inh: -5; Tn7 DDE FP: -10; sPLA2-III inh: 7; ARFGAP1 inh: -1; Rev-erbA mod: 2; PLCg1 inh: 6; Tn6 DDE FP: 3; PLCb3 inh: 2; KLK7 zymogen act: 0.0; UHRF1 binding: 2
COc1cc(-c2cc(-c3ccccc3)nc(SCC(=O)O)c2C#N)cc(OC)c1OC across the screens: ASAP1 inh: -1; Tn7 DDE FP: 3; sPLA2-III inh: -9; ARFGAP1 inh: 1; Rev-erbA mod: -2; PLCg1 inh: -188; Tn6 DDE FP: 9; PLCb3 inh: -264; KLK7 zymogen act: 0.7; UHRF1 binding: -4
CCN1C(=O)[C@H]2[C@@H](c3ccc(-c4ccccc4)cc3)N[C@@](CC(C)C)(C(=O)OC)[C@H]2C1=O across the screens: ASAP1 inh: -6; Tn7 DDE FP: 3; sPLA2-III inh: -1; ARFGAP1 inh: 3; Rev-erbA mod: -1; PLCg1 inh: 2; Tn6 DDE FP: -6; PLCb3 inh: 1; KLK7 zymogen act: 0.2; UHRF1 binding: -1

More structures:
(21) COc1cccc(CN(C)C(=O)CN2C(=O)NC(c3ccccc3)(c3ccccc3)C2=O)c1OC
(22) COC(CNC(=O)c1ccc2nc(-c3ccccc3)c(-c3ccccc3)nc2c1)OC
(23) CCOC(=O)c1c(CN2CCN(Cc3ccccc3)CC2)n(C)c2cc(Br)c(OC)cc12
(24) O=[N+]([O-])c1cc(/C=N\Nc2nc(-c3ccccc3)cs2)ccc1O
(25) O=C(Nc1ccc(C(F)(F)F)cc1)C1CCN(S(=O)(=O)c2ccc(N3CCCC3=O)cc2)CC1
(26) C[C@H]1CCCN1c1cccc2c1S(=O)(=O)N1CC[C@@H](C1)O2
(27) Cn1c(=O)c2c(ncn2CC(=O)N/N=C/C=C/c2ccccc2)n(C)c1=O
(28) CN(Cc1ccccc1F)C(=O)c1ccc(Oc2ccccc2)cc1
(29) CCS(=O)(=O)N1CCC2(CC1)OCCN2S(=O)(=O)c1ccc(C)cc1
(30) CCN1CCN(c2cc(=O)n(C3CCCCC3)c(=O)[nH]2)CC1
assay / entry	21	22	23	24	25	26	27	28	29	30
ASAP1 inh	-5	-1	11	5	15	·	-5	11	2	2
Tn7 DDE FP	0	-7	3	-4	-5	-3	-7	-2	-1	-1
sPLA2-III inh	-17	0	1	-15	-1	5	-1	-4	6	0
ARFGAP1 inh	-5	-4	7	5	18	·	-2	1	4	1
Rev-erbA mod	0	-9	-5	3	-17	-2	0	5	3	-3
PLCg1 inh	0	-29	6	2	2	-2	-1	-1	3	-1
Tn6 DDE FP	7	-1	-2	-4	-1	-2	-3	-2	1	8
PLCb3 inh	-6	-40	3	3	-3	1	-1	-6	-8	0
KLK7 zymogen act	0.0	-8.4	0.4	-0.7	-0.4	0.0	0.0	0.6	0.5	0.0
UHRF1 binding	1	4	7	-4	0	1	-3	2	-2	0

(31) CC1(C(=O)O)CCCN(C(=O)C2(c3ccc(Cl)cc3)CCCC2)C1 (stereo not given)
(32) Cc1ccc(C)c(OC(=O)c2cccc(S(=O)(=O)N3CCN(C)CC3)c2)c1
(33) O=[N+]([O-])c1ccc(COc2ccccc2CN2CCCC2)cc1
(34) CO/N=C(/CS(=O)(=O)c1ccc(Br)cc1)c1ccc(OC)cc1
(35) C[C@H]1C(c2ccccc2F)O[C@]2(C[C@H](O)c3ccccc3O2)C[C@@H]1O (stereo not given in full)
(36) Cc1ccc(CNC(=O)C(NS(=O)(=O)c2ccc3nc(C)sc3c2)C(C)C)cc1 (stereo not given)
(37) CCc1c2c3n4c1CCC[C@@H]4C[C@@H]3O[Si](C(C)C)(C(C)C)OC(C)C2=O (stereo not given in full)
(38) Cc1nn(-c2cc(N3CCOCC3)ccc2N)c(=O)c2ccccc12
(39) CC(=O)c1ccc(NC(=O)C2CCN(S(=O)(=O)c3cccc4cccnc34)CC2)cc1
(40) CCOC(=O)c1c(NC(=O)C2C3C=CC(CC3)C2C(=O)O)sc(C)c1CC (stereo not given)
assay / entry	31	32	33	34	35	36	37	38	39	40
ASAP1 inh	-2	1	-3	14	·	-8	·	5	0	7
Tn7 DDE FP	1	5	4	0	-4	0	-5	0	2	-12
sPLA2-III inh	-1	-11	-1	-7	-2	-3	5	2	4	6
ARFGAP1 inh	-7	1	-2	-3	·	6	·	0	-13	-8
Rev-erbA mod	-2	1	-3	-6	2	11	-3	-4	0	3
PLCg1 inh	-1	2	-1	1	2	1	-17	-4	1	9
Tn6 DDE FP	6	7	-3	0	4	-10	-6	1	-1	0
PLCb3 inh	2	-2	4	0	2	-1	-20	-2	-4	0
KLK7 zymogen act	-0.7	-0.6	-0.2	0.0	-0.1	0.3	·	0.4	0.0	-0.5
UHRF1 binding	-1	3	-4	17	-4	0	3	-5	-1	2

2 compounds from above, limited to PLCg1 inh, PLCb3 inh and Tn6 DDE FP:
| No. | smiles | PLCg1 inh | PLCb3 inh | Tn6 DDE FP |
| --- | --- | --- | --- | --- |
| 18 | CC(C)CN1C(=O)C[C@]2(C(=O)N(C)c3ccc(NC(=O)c4cc(F)ccc4F)cc32)C1c1ccccc1 (stereo not given in full) | -1 | 1 | 1 |
| 29 | CCS(=O)(=O)N1CCC2(CC1)OCCN2S(=O)(=O)c1ccc(C)cc1 | 3 | -8 | 1 |

Additional records follow.
(41) O=C(Nc1ccc2ccccc2c1)/C(=C\c1ccc2c(c1)OCO2)NC(=O)c1ccco1
(42) Cc1ccc(NC(=O)CN2C(=O)C3CCCCN3C(=O)c3ccccc32)cc1 (stereo not given)
(43) c1cncc(CSc2nnc3ccc(-c4ccncc4)nn23)c1
(44) O=C1c2ccccc2S(=O)(=O)N1CC(O)COc1ccc(Br)cc1 (stereo not given)
assay / entry	41	42	43	44
ASAP1 inh	0	-5	-6	-6
Tn7 DDE FP	6	5	-8	-7
sPLA2-III inh	0	0	0	-15
ARFGAP1 inh	2	1	2	2
Rev-erbA mod	5	4	1	-1
PLCg1 inh	-1	-3	-14	1
Tn6 DDE FP	2	-2	-2	2
PLCb3 inh	-2	1	-31	-1
KLK7 zymogen act	0.4	-0.5	0.2	-0.9
UHRF1 binding	0	3	1	-2
